# Screening results from PubChem.
# WT yeast gro inh: growth inhibition of WT yeast, mitochondrial fusion screen; mitochondrial fusion phenotypic screen, WT strain; inhibition, % at 10 µM; 190,000 tested, 2.1% active; in the data active = inhibition above about 58%; tested in S. cerevisiae
# human PMI inhibition: inhibitors of human PMI, primary screen, biochemical, fluorescence intensity, coupled assay (AID 1209); purified PMI enzyme, coupled fluorescence intensity; higher % means a stronger effect; inhibition, % at 20 µM, or IC50 in µM where a hit was titrated; 190,000 tested, 0.42% active;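 note: plate controls were DMSO vehicle for no effect and wells lacking substrate for full effect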
# bCat nuc transl: modulators of beta-catenin nuclear translocation. HeLa beta-catenin nuclear translocation, immunofluorescence imaging. nuclear translocation activity, % at 5 µM. 190,000 tested, 0.3% active. AID 1665;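 active = nuclear translocation activity above 50% at 5 µM, with a well cell count of 50 or more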;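 note: per-cell ratio of nuclear to cytoplasmic median beta-catenin stain intensity; plate controls were DMSO negative control for no effect and GSK-3 inhibitor IX positive control for full effect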
#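 Assay system: human HeLa cells, native beta-catenin; doses: 5 µM primary, 0.02–20 µM confirmation; incubation: compound treatment 24 h, 37°C, 5% CO2; technique: fluorescence imaging of beta-catenin antibody stain plus DAPI; measure: % activation, nuclear-to-cytoplasmic median beta-catenin signal ratio per cell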
# human PMI inhibitors: MPI inhibition at elevated mannose 6-phosphate – biochemical, fluorescence intensity, high mannose 6-phosphate, primary screen (AID 1220); 190,000 tested, 0.66% active; recombinant PMI enzyme, coupled fluorescence intensity; higher % means a stronger effect; one-dose inhibition, % at 20 µM; IC50 in µM for titrated hits
# Dynein cargo inh: dynein cargo transport inhibition. 3617.4 mouse cells, GR-EGFP nuclear translocation imaging; test concentration mostly 20 µM; stimulated with dexamethasone, 1 µM; hits give low values. z-score, hits read low. 220,000 tested, 0.47% active. AID 1381;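 active = plate z-score of nuclear minus cytoplasmic receptor signal below a set negative limit, without overly bright fluorescence or cell loss, cut at about -3.5 in these data, passing the limit was not always enough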;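 note: z-score of nuclear minus cytoplasmic ring GR-EGFP intensity difference per well; some compounds called inactive have numbers as strong as hits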
#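 Buffer or medium: tet-free medium with charcoal-stripped serum / Also added: dexamethasone agonist, 1.0 µM final, for 30 min / Timing: induction 48 h, compound 1 h, agonist 30 min / Measured by: high-content fluorescence imaging after fixation / Read-out: nuclear-to-cytoplasmic GR-EGFP distribution per well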
# Yfh1-depleted yeast: enhancers of respiration in Yfh1-depleted yeast, dose response, Friedreich's ataxia, plus single-dose screen (AID 1465); S. cerevisiae Yfh1-off respiration, WST-1 reduction, 72 h; higher fold induction means a stronger effect; fold induction at 50 µM, or EC50 in µM where a hit was titrated; 220,000 tested, 0.074% active;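 active = fold induction of absorbance versus untreated yeast above a set limit, then at least 30% activation at any dose in follow-up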;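 note: activators that raise dye reduction in frataxin-depleted yeast; strong numbers were not always called active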
# WT yeast gro inh mutant strain: second read-out of WT yeast gro inh, no call of its own (marks repeat the call); inhibition, %; mitochondrial fusion phenotypic screen, mutant strain inhibition
# Dynein cargo inh cytoplasmic EGFP: further read-out of Dynein cargo inh, marked with its call; z-score; measured here: cytoplasmic GR-EGFP intensity; hits give high values
# Dynein cargo inh nuclear GR-EGFP: recorded beside Dynein cargo inh, whose call it bears; z-score; measured here: nuclear GR-EGFP intensity;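 lower value marks the stronger effect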
# Dynein cargo inh cell count: also measured in Dynein cargo inh; calls as there; z-score; measured here: cell count per field
# bCat nuc transl cell count 5 µM: also measured in bCat nuc transl; calls as there; cell count; measured here: cell count, cytotoxicity flag
# * = called active by the depositor; i = inactive; / = no result given. Cut-off read from the data, not from the text of the source, unless noted: active = inhibition above about 50%; inactive = the rest. A portion of the library; count on the stated rates, not on these rows.
SMILES,WT yeast gro inh,human PMI inhibition,bCat nuc transl,bCat nuc transl cell count 5 µM,human PMI inhibitors,Dynein cargo inh,Dynein cargo inh cytoplasmic EGFP,Dynein cargo inh nuclear GR-EGFP,Dynein cargo inh cell count,Yfh1-depleted yeast,others
O=C(NNC1CC(=O)N(c2ccc(F)cc2)C1=O)c1cccnc1 (stereo not given),/,/,0.4,1289,/,0.679,-0.137,0.878,-0.257,/,
NCCCCCC(=O)N/N=C/c1ccc2nccnc2c1,/,/,1.2,1308,/,-0.443,-0.245,0.32,0.874,/,
Cn1c(SCC(=O)Nc2cc(=O)n(C)c(=O)n2C)nnc1C12CC3CC(CC(C3)C1)C2,3.4,-7.7%,/,/,-10.2%,/,/,/,/,/,WT yeast gro inh mutant strain=3.5
O=C1c2ccccc2C(=O)N1Cc1nn2c(-c3ccc(Cl)cc3)nnc2s1,/,8.8%,/,/,7.1%,/,/,/,/,i,
CCOC(=O)c1sc2nc(-c3ccco3)c3c(c2c1N)CC(C)(C)OC3,/,0.6%,/,/,13.3%,/,/,/,/,i,
CC(=O)N(Cc1cc2ccc(C)c(C)c2n2nnnc12)C1CCCC1,/,8.3%,0.3,1168,2.5%,/,/,/,/,/,
c1ccc(Cn2ncc3c2ncn2c(-c4ccncc4)nnc32)cc1,/,-2.8%,0.2,727,-6.4%,/,/,/,/,/,
CCn1cc(C(=O)Nc2ccc(C(=O)N3CCCC3)cc2)c(=O)c2ccc(C)nc21,/,0.0%,-2.3,1063,6.0%,/,/,/,/,/,
CC(C)CNC(=O)c1c(N)n(/N=C/c2cccnc2)c2nc3ccccc3nc12,/,-4.7%,-3.1,1194,-5.8%,/,/,/,/,/,
O=C(CSc1ncnc2c1oc1ccccc12)N1CCc2ccccc2C1,/,8.9%,-2.2,983,13.8%,/,/,/,/,/,
CCCSc1nnc2n(Cc3ccccc3)c(=O)c3c4c(sc3n12)CCC4,/,-2.9%,0.4,1106,-7.5%,/,/,/,/,/,
O=Cc1ccc(-c2ccc(C(=O)O)cc2)o1,/,/,-0.5,1339,/,0.0667,-0.23,0.121,-0.0416,i,
CCN1C(=O)C(CC(=O)Nc2ccc(OC)cc2)N(Cc2ccc(OC)c(OC)c2)C1=S (stereo not given),/,/,0.8,1290,/,-0.113,-0.308,-0.0472,0.847,i,
COc1cc(/C=C(\C#N)C(=O)NCc2ccccc2)ccc1OCc1ccc(C(=O)O)cc1,/,/,0.4,1295,/,-1.76,-0.272,-0.817,1.44,i,
Cc1ccc(-n2nc(C)c3onc(C)c3c2=O)cc1,/,/,-4.4,1231,/,-0.53,-0.256,-0.5,1.13,i,
Cc1ccc(F)c([C@H]2[C@@H]3C=CCC[C@@]3(C)C(=O)N2Cc2ccccc2)c1,/,/,-1.3,1219,/,-0.168,-0.497,0.103,-0.598,i,
COCCCNC(=O)c1cc(C)nn1-c1ccccc1,/,/,-0.9,1285,/,0.3,-0.148,1.14,-1.24,i,
Cc1nc2ccccn2c1-c1ccnn1S(=O)(=O)c1ccc(F)cc1,/,/,7.2,1117,/,0.221,-0.247,0.0153,-0.571,i,
COc1ccc(-n2c(N)c(C(=O)Nc3c(C)n(C)n(-c4ccccc4)c3=O)c3nc4ccccc4nc32)cc1,/,/,1.9,1267,/,-0.0487,-0.167,-0.128,-0.0416,i,
CCCOc1ccc(N2C(=O)CC(N(Cc3ccccc3)N=O)C2=O)cc1 (stereo not given),/,/,1.0,1336,/,1.36,-0.284,0.652,-0.463,i,
c1ccc2c(c1)Nc1cc3ccccc3cc1S2,/,/,-2.9,1037,/,0.64,-0.196,0.211,-0.481,i,
O=C(NCc1ccco1)c1ccc2c(c1)N(Cc1ccc(Cl)cc1)CCS2,/,/,0.4,1338,/,-0.49,-0.255,0.548,-0.688,i,
Cc1cccc(NC(=O)C(Cc2ccccc2)n2cccc2)c1 (stereo not given),/,/,-2.1,1388,/,-1.3,-0.249,-0.0349,0.147,i,
CCOc1cc(/C=C2\NC(=O)NC2=O)cc([N+](=O)[O-])c1O,/,/,-0.7,1378,/,-0.784,-0.184,-0.317,0.434,i,
CCCN1CCC(=O)N(CCSc2ccc(OC)cc2)CC1,/,/,36.4,597,/,-0.379,-0.704,-0.127,0.4,i,

# Retrieved by compound from above (2):
SMILES,WT yeast gro inh,human PMI inhibition,bCat nuc transl,bCat nuc transl cell count 5 µM,human PMI inhibitors,Dynein cargo inh,Dynein cargo inh cytoplasmic EGFP,Dynein cargo inh nuclear GR-EGFP,Dynein cargo inh cell count,Yfh1-depleted yeast,others
O=C1c2ccccc2C(=O)N1Cc1nn2c(-c3ccc(Cl)cc3)nnc2s1,/,8.8%,/,/,7.1%,/,/,/,/,i,
CCn1cc(C(=O)Nc2ccc(C(=O)N3CCCC3)cc2)c(=O)c2ccc(C)nc21,/,0.0%,-2.3,1063,6.0%,/,/,/,/,/,

# New compounds follow:
SMILES,WT yeast gro inh,human PMI inhibition,bCat nuc transl,bCat nuc transl cell count 5 µM,human PMI inhibitors,Dynein cargo inh,Dynein cargo inh cytoplasmic EGFP,Dynein cargo inh nuclear GR-EGFP,Dynein cargo inh cell count,Yfh1-depleted yeast,others
O=S(=O)(c1cccc(C(F)(F)F)c1)N1CCCC1c1cccnc1 (stereo not given),/,/,-0.6,1074,/,-0.132,-0.291,-0.147,0.919,i,
Cc1ccc(NC(=O)C2CCC(CNc3c(N4CCC(C)CC4)c(=O)c3=O)CC2)cc1F (stereo not given),/,/,-1.6,1350,/,-0.574,-0.175,0.501,-0.517,i,
COc1ccc(Br)cc1/C=N/N1CCN(Cc2ccccc2)CC1,/,/,2.0,1239,/,-0.279,-0.272,0.504,0.317,i,
COc1ccc(C(=O)N/N=C(\C)CC(=O)Nc2cccc(C(F)(F)F)c2)cc1,/,/,0.5,1302,/,0.992,-0.227,1.07,-1.23,i,
N#Cc1cc2c(nc1Cl)CCC2,/,/,-0.5,1157,/,1.45,-0.167,0.448,-0.706,i,
CCN1CCOC(CC(=O)Nc2ccc([N+](=O)[O-])cc2)C1=O (stereo not given),/,/,0.8,1197,/,0.196,-0.259,0.183,0.685,i,
COc1cc(O)c(C(CC(=O)N2CCCCC2)c2ccc(N(C)C)cc2)c(OC)c1 (stereo not given),/,/,0.4,1055,/,-0.626,-0.813,-0.246,0.142,i,
COc1cc(OC)c2c(C)cc(=O)oc2c1C(CCN1CCOCC1)c1ccc2c(c1)OCO2 (stereo not given),/,/,0.9,1091,/,1.25,-0.84,0.518,-0.224,i,
CCc1ccc(-c2nc(CS(=O)CC(=O)O)c(C)o2)cc1 (stereo not given),/,/,1.1,1368,/,-1.09,-0.467,-0.765,-0.0326,i,
CC(=O)O[C@H]1CC[C@]2(C)[C@H]3CC=C4[C@@H]5[C@@H](C)[C@H](C)CC[C@]5(C(=O)O)CC[C@@]4(C)[C@]3(C)CC[C@H]2C1(C)C,/,/,1.1,1103,/,0.166,-0.767,0.164,-0.224,i,
CCOc1ccc(CN2CCN(Cc3cccn3-c3nccs3)CC2CCO)cc1 (stereo not given),/,/,0.1,1348,/,-0.232,-0.17,0.00232,-0.0685,i,
CCCCCCCCS(=O)C1CS(=O)(=O)CC1O (stereo not given),/,/,0.8,1269,/,-0.144,-0.225,-0.183,0.587,i,
COc1ccc2c(c1)NC(c1ccc(N(C)C)cc1)c1cccn1-2 (stereo not given),/,/,1.1,1273,/,1.87,0.0441,0.604,0.308,i,
Nc1nc(NS(=O)(=O)c2ccc(Cl)cc2)nn1-c1ccccc1,/,/,0.2,1298,/,0.28,-0.286,0.222,0.578,i,
O=C(NCc1csc(-c2cccs2)n1)c1ccsc1,/,/,-0.2,1389,/,-0.389,-0.233,-0.299,0.201,i,
CC(=O)c1cccc(NC(=O)NCCc2c[nH]c3ccccc23)c1,/,/,-0.1,1333,/,-0.524,-0.15,0.0872,1.1,i,
COc1ccccc1/C=C/C=c1\sc2nc(=O)c(Cc3ccccc3)nn2c1=O,/,/,-0.5,1355,/,-1.12,0.962,-0.0971,1.06,i,
O=C(O)COc1ccccc1/C=N/NC(=O)CSc1nc2ccccc2c(=O)n1-c1ccc(Cl)cc1,/,/,0.1,1294,/,-0.855,-0.257,0.155,0.981,i,
O=C(NNc1cc(Cl)ccc1Cl)c1c(F)cccc1Cl,/,/,2.4,984,/,0.522,-0.236,0.149,-0.23,i,
NC(=O)c1cnn(-c2cccc(Cl)c2)c1N,/,/,1.7,1311,/,0.562,-0.225,0.972,-1.21,i,
Cn1c(SCC(=O)N/N=C/c2ccc(O)c(O)c2)nc2ccccc21,/,/,-1.6,1325,/,-1.12,-0.256,-0.143,0.344,i,
CCCC(=O)C1=C(O)C(C(=O)OC)C(C)(C)CC1=Nc1ccc(Br)cc1 (stereo not given),/,/,0.8,1362,/,0.836,-0.139,0.305,-0.84,i,
CC(C)COc1ncnc2c1sc1nc3c(cc12)COC(C)(C)C3,/,/,-0.9,1327,/,0.667,-0.185,0.207,-0.329,i,
COc1ccc(OCC(=O)N(Cc2ccco2)C2CCS(=O)(=O)C2)cc1 (stereo not given),/,/,-0.4,1379,/,1.91,-0.238,1.08,-0.993,i,
COc1ccc2c(=O)cc(-c3ccccc3F)oc2c1,/,/,-3.8,1198,/,-1.1,-0.171,-0.649,1.1,i,
# (continued)
SMILES,WT yeast gro inh,human PMI inhibition,bCat nuc transl,bCat nuc transl cell count 5 µM,human PMI inhibitors,Dynein cargo inh,Dynein cargo inh cytoplasmic EGFP,Dynein cargo inh nuclear GR-EGFP,Dynein cargo inh cell count,Yfh1-depleted yeast,others
CN(C(=O)CSc1nc(O)cc(=O)n1C1CCCC1)c1ccccc1,/,/,-4.3,1162,/,0.733,0.102,0.189,0.138,i,
COc1ccc(SCCN2CCN(CC(C)C)CCC2=O)cc1,/,/,6.6,971,/,0.843,-0.622,0.416,-0.0658,i,
COC(=O)c1ccc(C23CC4(C2)[C@H](CN(Cc2ccc(C(F)(F)F)cc2)[C@@H]4c2ccccc2)C3c2ccc(Cl)nc2)cc1 (stereo not given in full),/,/,-0.9,1126,/,-0.443,-0.766,-0.0518,0.45,i,
C/C(=N/NC(=O)CN1CCN(Cc2ccccc2)CC1)c1ccc([N+](=O)[O-])cc1,/,/,0.5,1316,/,3.29,-0.143,2.48,-2.12,i,
COc1ccc(C2/C=C\CN(C(=O)C3CCCCC3)CC(=O)N2Cc2ccc(F)cc2)cc1 (stereo not given),/,/,0.5,1185,/,0.213,-0.806,0.0406,-0.00765,i,
COc1ccc(C(CC(=O)N2CCCC2)c2c(OC)cc(OC)c3c(-c4ccccc4)cc(=O)oc23)cc1 (stereo not given),/,/,-0.1,1116,/,-0.809,-0.844,-0.329,0.516,i,
CCOC(=O)c1c(NC(=O)Nc2ccc(F)cc2)sc2c1CCN(C)C2,/,/,-1.0,1184,/,-1.58,1.86,-0.4,-0.221,i,
Cc1ccc(F)cc1S(=O)(=O)NCc1ccc(N2CCN(C)CC2)cc1,/,/,-0.4,1345,/,0.467,-0.279,0.0959,0.596,i,
COc1ccc(NC(=O)C(Cc2ccccc2)n2cccc2)c(OC)c1 (stereo not given),/,/,-1.0,1337,/,-0.361,0.157,0.715,-0.84,i,
